# ROCK2 inh = inhibitors of human Rho kinase 2 | O75116 | purified ROCK2, Kinase-Glo ATP depletion luminescence | inhibition, % at 6 µM | hit rate 0.35% among 60,000;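 active means inhibition above the screen-wide mean inhibition plus 3 SD, cut at about 18% in these data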;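 further: plate controls were DMSO wells for no effect and Y-27632 control wells after no-enzyme background subtraction for full effect; many of its hits are not listed in these tables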
# Target sequence (O75116 whole entry, looked up): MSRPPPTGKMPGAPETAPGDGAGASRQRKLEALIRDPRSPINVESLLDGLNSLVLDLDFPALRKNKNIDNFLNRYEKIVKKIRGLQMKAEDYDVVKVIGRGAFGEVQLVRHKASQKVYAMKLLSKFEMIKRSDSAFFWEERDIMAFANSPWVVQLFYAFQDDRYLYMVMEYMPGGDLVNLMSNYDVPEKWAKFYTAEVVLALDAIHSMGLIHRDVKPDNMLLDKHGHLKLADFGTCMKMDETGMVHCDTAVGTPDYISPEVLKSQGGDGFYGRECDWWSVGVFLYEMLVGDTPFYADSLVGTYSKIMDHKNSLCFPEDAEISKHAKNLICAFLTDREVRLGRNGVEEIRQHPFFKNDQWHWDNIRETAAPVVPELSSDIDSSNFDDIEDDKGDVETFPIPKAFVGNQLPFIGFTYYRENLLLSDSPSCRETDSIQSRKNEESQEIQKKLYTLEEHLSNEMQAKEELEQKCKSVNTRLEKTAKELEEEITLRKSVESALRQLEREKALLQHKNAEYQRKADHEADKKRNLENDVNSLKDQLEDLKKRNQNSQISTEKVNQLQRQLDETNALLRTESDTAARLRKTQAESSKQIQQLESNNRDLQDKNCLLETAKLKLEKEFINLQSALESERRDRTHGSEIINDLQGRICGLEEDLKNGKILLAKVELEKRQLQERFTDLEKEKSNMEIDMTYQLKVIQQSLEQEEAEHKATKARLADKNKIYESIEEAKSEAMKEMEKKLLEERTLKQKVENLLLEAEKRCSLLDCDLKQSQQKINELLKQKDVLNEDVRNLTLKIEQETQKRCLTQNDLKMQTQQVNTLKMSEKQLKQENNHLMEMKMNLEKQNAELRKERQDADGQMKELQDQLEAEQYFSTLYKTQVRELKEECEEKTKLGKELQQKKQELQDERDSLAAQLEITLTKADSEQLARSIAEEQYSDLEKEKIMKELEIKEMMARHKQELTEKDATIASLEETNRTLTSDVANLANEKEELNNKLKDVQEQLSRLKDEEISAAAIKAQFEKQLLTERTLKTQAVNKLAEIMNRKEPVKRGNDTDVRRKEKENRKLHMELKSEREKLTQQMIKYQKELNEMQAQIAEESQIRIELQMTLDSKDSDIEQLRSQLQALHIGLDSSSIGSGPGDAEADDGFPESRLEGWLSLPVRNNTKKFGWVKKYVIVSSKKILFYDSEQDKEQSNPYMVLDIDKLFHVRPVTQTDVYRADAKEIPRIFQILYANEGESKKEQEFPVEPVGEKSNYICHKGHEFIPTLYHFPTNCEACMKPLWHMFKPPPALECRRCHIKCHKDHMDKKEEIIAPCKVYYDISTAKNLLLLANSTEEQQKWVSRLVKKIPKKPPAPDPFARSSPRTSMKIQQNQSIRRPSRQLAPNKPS
# PKA inh = inhibitors of human protein kinase A; P17612; PKA Kemptide phosphorylation, Kinase-Glo ATP luminescence; inhibition, % at 6 µM; hit rate 0.1% among 65,000;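 active means inhibition above the screen-wide mean inhibition plus 3 SD, cut at about 21% in these data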; further: many of its hits are not listed in these tables
# CatB block = blocks human cathepsin B protease activity. purified cathepsin B, fluorogenic substrate, fluorescence. inhibition, %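 (tested at 10 µM)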. hit rate 0.1% among 63,000. AID 453; in the data active means inhibition above about 21%;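 further: 0% = enzyme with no compound and 100% = no enzyme blank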
# Cathepsin G inh = inhibitors of human cathepsin G. P08311. purified enzyme, AMC-tetrapeptide fluorescence, pooled mixtures. inhibition, % at 5 µM (by protocol). hit rate 0.2% among 62,000. AID 581;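 active means inhibition above 20% in each of the two mixture wells holding the compound; inactive means inhibition of 20% or less in either well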;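 further: 0% = enzyme control without mixture and 100% = blank lacking enzyme; strong numbers were not always called active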
# CatB mixtures = inhibitors of human cathepsin B in compound mixtures | P07858 | Purified cathepsin B, AMC dipeptide fluorescence | inhibition, %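 (ten-compound pools at 5 µM per compound and 50 µM total)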 | hit rate 0.06% among 62,000; in the data active means inhibition above about 22%, passing the limit was not always enough; inconclusive means no clear call, values can overlap the other calls;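 further: 0% = enzyme without compound and 100% = no enzyme blank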
# C1s inh = blocks human complement C1s protease activity; P09871; purified C1s, fluorogenic AMC substrate, pooled mixtures; mean inhibition % of two 10-compound mixtures (hits give high values), % at 5 µM (by protocol); hit rate 0.16% among 62,000; AID 538;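 active means inhibition above 20% in each of the two 10-compound mixture wells holding the compound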;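 further: 0% = enzyme wells lacking compound mixture and 100% = no-enzyme blank wells; some compounds called inactive have numbers as strong as hits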
# HER2 expr 66K = lowers expression of human Her2 kinase | P04626 | SKBR-3 HER2 protein level, AlphaScreen, 18-24 h; hits give low values | HER2 level % of control, % at 10 µM | hit rate 0.69% among 65,000 | AID 645;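 active means HER2 level under 5% of the carrier-only control; inconclusive means no clear call, values can overlap the other calls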;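 further: 100% = DMSO carrier and 0% = 500 nM PU-H71 HSP90 inhibitor; lower value means stronger loss of Her2 protein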
# CatS inh = blocks human cathepsin S protease activity; P25774; recombinant cathepsin S, AMC dipeptide fluorescence, pooled mixtures; inhibition, %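 (tested at 5 µM per compound within 10-compound mixtures)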; hit rate 0.06% among 62,000; in the data active means inhibition above about 32%, passing the limit was not always enough; inconclusive means no clear call, values can overlap the other calls;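 further: 0% = enzyme without compound and 100% = blank without enzyme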
# CatL block = blocks human cathepsin L protease activity; P07711; hit rate 0.17% among 58,000; inhibition, %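 (tested at 10 µM)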; purified cathepsin L, fluorogenic substrate, fluorescence; in the data active means inhibition above about 45%;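 further: 0% = enzyme with no compound and 100% = no enzyme blank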
# * marks the source's active call; other numbers are inactive results; ? = inconclusive; nt = no result given.
SMILES,ROCK2 inh,PKA inh,CatB block,Cathepsin G inh,CatB mixtures,C1s inh,HER2 expr 66K,CatS inh,CatL block
Cn1cnc(S(=O)(=O)N2CCc3ccccc32)c1,-3,-5,1,2,-1,-16,91,12,17
CCOC(=O)C1CCN(C(c2cc3cc(C)cc(C)c3[nH]c2=O)c2nnnn2C2CCCCC2)CC1 (stereo not given),-1,1,-5,4,7,5,76,6,-3
C=C(C)c1cccc(C(C)(C)NC(=O)N2CCN(CC(N)=O)CC2)c1,-1,-7,1,-9,-4,-66,105,2,nt
O=C(Nc1cccnc1)C(Cc1ccccc1)n1cccc1 (stereo not given),9,11,-1,-4,-6,-1,93,0,12
O=C(COc1ncnc2sccc12)N1CCN(S(=O)(=O)c2ccc(Cl)cc2)CC1,5,9,-1,1,6,-4,99,-4,-2
COc1ccc(-c2cc(=O)[nH]c(=O)[nH]2)cc1,7,7,2,nt,nt,nt,98,nt,6
COc1ccc(-c2cc(C(F)F)n3ncc(C(=O)N4CCN(C(=O)c5ccco5)CC4)c3n2)cc1,7,6,-2,0,1,-22,76,3,nt
CCSc1nc(C)nc2c1oc1ccccc12,2,4,2,16,1,17,83,12,11
CCOC(=O)N1CCN(C(=O)c2ccc3c(=O)n(-c4ccc(OC)cc4)c(=S)[nH]c3c2)CC1,0,-1,4,-4,2,-21,87,18,4
CC(C)CC(OC(=O)c1cccs1)C(=O)NCc1cccs1 (stereo not given),-2,0,8,-8,3,-23,121,13,-1
COc1ccc(C)cc1NC(=O)CSc1nnc(COc2ccc(Cl)cc2)n1Cc1ccco1,-2,-1,-2,9,6,-5,52,11,17
CCC(C)(C)n1nnnc1C(c1ccc(OC)c(OC)c1)N1CCN(c2ccc(OC)cc2)CC1 (stereo not given),-1,3,1,-7,2,-12,99,-2,-4
O=C(CSc1nc2c(c(=O)n1-c1ccc(F)cc1)SCC2)NCc1ccco1,nt,10,6,9,3,13,97,2,11
COc1cc(-c2ccccc2)nc(N)n1,nt,nt,2,8,4,9,189,2,-3
Cc1cccc(-n2nnnc2SCC(=O)c2cc(C)n(CC3CCCO3)c2C)c1 (stereo not given),5,9,2,11,2,17,102,7,17
CCCCCCSc1cc(C)nc2ncnn12,4,4,-6,-1,1,-18,94,-6,-9
O=C(CN1C(=O)NC2(CCCCCCC2)C1=O)NC(=O)NCc1ccco1,1,11,7,0,2,2,80,11,13
Cc1ccc(S(=O)(=O)Nc2cccc(-c3cn4ccsc4n3)c2)cc1,8,7,0,6,3,-1,52,6,31
O=C1CC2(CCCCC2)Oc2ccc(OCC(=O)N3CCOCC3)cc21,5,6,-1,6,2,-37,82,3,-43
CCOC(=O)NC1(C(F)(F)F)NC(=O)N(C2CCCCC2)C1=O (stereo not given),9,10,1,11,2,11,81,-3,-7
COc1ccc(-c2noc(C3CCCN(C(=O)c4ccccc4OC)C3)n2)cc1OC (stereo not given),6,10,10,-13,3,-22,46,11,23
Cc1ccc(OCCN2CCN(C(=O)CCC(=O)Nc3nnc(C(C)C)s3)CC2)cc1,-2,1,-6,-1,-2,-17,75,0,-6
CCOC(=O)c1c(C)[nH]c(C(=O)OCC(=O)N2CCc3ccccc32)c1C,3,6,-5,-2,5,4,92,-2,-11
CCS(=O)(=O)Nc1ccc(Cc2ccncc2)cc1,0,1,7,-17,8,-4,119,9,3
COc1ccc(C2=Nn3c(nnc3-c3cccnc3)SC2)cc1,-4,1,2,10,4,14,111,-1,-7
# New compounds follow:
SMILES,ROCK2 inh,PKA inh,CatB block,Cathepsin G inh,CatB mixtures,C1s inh,HER2 expr 66K,CatS inh,CatL block
CCc1c(O)nc(SCC(=O)N2CCOCC2)n(-c2ccccc2)c1=O,1,1,2,-5,1,-17,68,7,24
COc1ccc(C2/C(=C(/O)c3ccc(Cl)cc3)C(=O)C(=O)N2CCN2CCOCC2)c(OC)c1 (stereo not given),6,10,3,6,1,9,88,-6,8
Cc1nn2c(N3CCCC3)cc(C(C)C)nc2c1-c1ccccc1,-1,-6,-3,-5,6,-19,70,14,-6
COCc1ccc2oc(C(=O)O)cc2c1,7,10,-2,0,0,-2,102,1,8
O=C(NCC(c1cccnc1)N1CCOCC1)c1ccc2c(c1)OCO2 (stereo not given),nt,7,-1,-4,1,-28,133,-7,9
CC(C)Oc1ccc(CC2CC(=O)NC2=O)cc1 (stereo not given),2,4,-5,-2,3,0,99,-3,1
CCOc1ccc(Nc2ncnc3c2cnn3-c2ccccc2)cc1,8,-4,2,-1,-4,-63,84,3,nt
O=C(Cc1cccs1)NCC1CCCO1 (stereo not given),-4,-6,4,11,-3,5,89,-1,5
CC(C)(C)SCCNC(=O)COc1ccccc1,0,-2,1,-4,9,6,89,10,-2
COc1ccc(CNC(=O)Cn2nc(C(F)(F)F)c3c2CCC3)cc1,-2,5,2,13,1,12,83,-1,13
COc1cccc2c1N1C(=O)c3c(C(=O)O)cccc3C1CC2(C)C (stereo not given),-2,-6,0,16,5,8,99,-1,9
COC(=O)n1c(=O)oc2cc(S(=O)(=O)N3CCOCC3)ccc21,1,3,-1,11,1,12,81,6,13
O=C(c1ccccc1)c1nc2ccccc2[nH]c1=O,4,0,15,7,5,3,89,14,nt
CCCOc1c(Br)cc(C(=O)NCC)cc1OC,0,-4,-1,2,-3,2,74,12,1
CCOC(=O)c1ccc(CSc2nncn2N)o1,nt,nt,-9,15,28,-19,56,4,0
COCC(=O)N(Cc1ccc(OC)cc1)Cc1nc2ccccc2c(=O)[nH]1,3,3,3,15,5,13,71,13,2
Cc1ccc(C(=O)N2CCN(C)CC2)cc1S(=O)(=O)N1CCCCC1,nt,7,6,1,5,-14,191,12,6
CS(=O)(=O)c1ccc2nc(NC(=O)CN3CCN(Cc4ccccc4)CC3)sc2c1,-1,-1,1,14,3,17,87,16,14
O=C(CN1C(=O)C2C3C=CC(C3)C2C1=O)N1CCc2ccccc2C1 (stereo not given),2,8,-1,1,-2,3,98,11,12
COc1ccc(S(=O)(=O)NCCC(=O)NC2CCCCCCC2)cc1,9,8,0,4,9,4,108,1,-6
COc1ccc(C(=O)N(CCCO)Cc2cc3c(C)ccc(C)c3[nH]c2=O)cc1OC,2,10,2,9,7,-1,112,22,12
CCn1c2ccccc2c2nnc(SCC(=O)Nc3ccc4c(c3)OCO4)nc21,1,4,-3,-2,5,-5,94,-1,-15
O=C(CSc1nnc(Cn2c(=O)sc3ccccc32)n1-c1ccccc1)N1CCCC1,3,14,6,8,3,7,98,3,17
Cc1noc(C)c1C(=O)OCC(=O)NC(=O)NC12CC3CC(CC(C3)C1)C2,10,10,-4,8,-3,-6,122,0,2
CCOc1ccccc1NC(=O)Cn1nnc(-c2ccc(OCC)c(OCC)c2)n1,6,5,-2,4,0,3,-20*,12,nt
# Going on with the list:
SMILES,ROCK2 inh,PKA inh,CatB block,Cathepsin G inh,CatB mixtures,C1s inh,HER2 expr 66K,CatS inh,CatL block
N#CCSc1nc2c(c(=O)n1Cc1ccco1)C1(CCCC1)Cc1ccccc1-2,6,3,3,nt,nt,nt,90,nt,7
Cc1cc2cc(CN(Cc3ccco3)C(=O)NCc3ccccc3)c(=O)[nH]c2cc1C,4,9,1,13,-1,-2,74,13,9
O=C(C1CCC(CNc2nc(=S)[nH]c3ccccc23)CC1)N1CCN(c2ccccn2)CC1 (stereo not given),nt,6,2,5,1,-15,64,-4,-3
COc1ccccc1-c1nnn(CC#N)n1,3,7,2,10,0,11,95,-11,13
CN(c1cccc(NC(=O)Nc2cccc(Cl)c2)c1)S(C)(=O)=O,-3,4,4,-16,3,-8,44,2,-2
COc1ccc(-n2c(Cc3cccn3C)nnc2SCC(=O)Nc2ccc(F)cc2F)cc1,2,2,3,6,3,0,109,22,-4
O=C(Nc1nccs1)c1cc(S(=O)(=O)N2CCCCC2)ccc1Cl,0,0,1,32,-1,9,82,-3,nt
CC(C)(C)c1ccc(S(=O)(=O)NCC(=O)N2CCN(C(=O)c3ccco3)CC2)cc1,3,10,0,31,2,-11,108,-4,14
N#Cc1ccccc1NC(=O)COC(=O)CSc1nc2ccccc2o1,0,1,5,7,3,5,87,8,22
Cc1ccc2c(c1)c1c(n2CC2COC(C)(C)O2)C(=O)CCC1 (stereo not given),4,9,1,-10,-3,-12,112,-1,nt
Cc1cccc(OCC(=O)Nc2ccc(S(=O)(=O)N3CCCC3)cc2)c1,-2,-6,nt,-6,-6,-28,103,-5,nt
COc1ccc(C(=O)Nc2ccccc2NC(=O)c2ccco2)cc1OC,nt,-2,0,4,1,-42,168,8,7
CC(C)N1CC(C(=O)Nc2nc3ccccc3s2)CC1=O (stereo not given),12,8,6,13,7,1,87,?,-1
Cc1cc(-c2ccccc2)nc2cc(C(=O)NCCCn3ccnc3)nn12,nt,8,4,8,6,-7,108,-15,2
Cc1nc2ccccc2c2oc(C(=O)N3CCc4ccccc43)cc12,7,3,3,8,4,13,94,4,nt
c1ccc(-n2ncc3c(NCc4ccco4)ncnc32)cc1,3,-4,1,1,-5,-5,79,8,5
Cc1cc(NC(=O)CSCCc2ccncc2)no1,4,8,3,8,3,13,60,-6,5
CC(C)C(=O)Nc1cccc(-c2cn3ccsc3n2)c1,1,5,0,4,3,-2,120,0,-8
CCNC(=O)CN(CCc1ccccc1)S(C)(=O)=O,5,4,1,8,5,-17,111,-1,-8
CC(=O)Nc1ccc(NC(=O)Cn2cc3c(n2)CCC(C)C3)cc1 (stereo not given),-4,2,-2,6,1,8,110,9,14
CCN(CC)S(=O)(=O)c1ccc2c(c1)c(C(=O)O)cn2C,-10,-1,-2,nt,nt,nt,76,nt,17
Cc1noc(C)c1COC(=O)c1cccnc1SCC(=O)Nc1ccc2c(c1)OCO2,4,-1,7,10,3,12,73,4,-5
CCC(=O)N=c1sc2c(C)cc(C)cc2n1CC(=O)OC,-1,6,5,8,0,4,101,3,nt
CC1Oc2ccccc2N(CC(=O)NCCc2ccccc2)C1=O (stereo not given),-3,-3,3,-3,0,-26,93,-8,nt
Cn1c(=O)c2c(nc(NCC3CCCO3)n2C)n(C)c1=O (stereo not given),5,10,5,5,4,13,95,-2,7
# Going on with the list.
SMILES,ROCK2 inh,PKA inh,CatB block,Cathepsin G inh,CatB mixtures,C1s inh,HER2 expr 66K,CatS inh,CatL block
COc1ccc(OC)c(-n2c(SCC(N)=O)nnc2-c2c[nH]c3ccccc23)c1,0,-7,-3,-3,3,-7,nt,6,-2
OCc1cc(CO)c(O)c(CCc2ccccc2)n1,nt,10,3,-12,2,-28,98,7,11
CC(C)c1nnc(NC(=O)C2CCCCC2)s1,-7,8,0,9,4,11,91,-5,12
COc1ccccc1OCCC(=O)OCC(=O)NC(=O)NC(C)(C)C,nt,-4,-2,2,-5,-20,131,5,6
CCOC(=O)c1ccc(NS(=O)(=O)c2cc(C)ccc2OC)cc1,2,3,0,9,2,13,119,2,4
CN(C(=O)c1ccncc1)c1nnc(-c2cnccn2)s1,5,8,2,2,1,4,69,-1,13
CC(C)(C)OC(=O)NC(CCCCNC=O)C(=O)O (stereo not given),-2,-4,-1,1,-1,-8,103,11,28
CCCOC(=O)C1=C(C)NC2=C(C(=O)CCC2)C1c1cccc(OC)c1OC (stereo not given),1,3,nt,6,-2,7,108,-6,nt
CC(=O)Nc1nc(C=C(Cl)Cl)cs1,-5,-2,-4,-6,-4,-7,83,-4,-5
O=C(C1CC1)N1CCc2cc(Br)cc(S(=O)(=O)NCc3ccc4c(c3)OCO4)c21,nt,8,-7,0,4,-27,105,-3,-5

# Whole records from above. Order of values: ROCK2 inh, PKA inh, CatB block, Cathepsin G inh, CatB mixtures, C1s inh, HER2 expr 66K, CatS inh, CatL block
# COc1ccccc1OCCC(=O)OCC(=O)NC(=O)NC(C)(C)C is listed with nt, -4, -2, 2, -5, -20, 131, 5, 6
# COc1ccc(OC)c(-n2c(SCC(N)=O)nnc2-c2c[nH]c3ccccc23)c1 is listed with 0, -7, -3, -3, 3, -7, nt, 6, -2
# CCOC(=O)c1ccc(NS(=O)(=O)c2cc(C)ccc2OC)cc1 is listed with 2, 3, 0, 9, 2, 13, 119, 2, 4

# Assay outcomes: PubChem, several laboratories

# An excerpt; the hit share may differ from the screen's.
